BB579 growth dn – growth inhibitors of yeast BB579 in restrictive medium, primary screen, yeast lifespan-shortening project, S. cerevisiae. inhibition, % at 10 µM. AID 804, 2007. 0.51% of 140,000 active. OD615, 48 h;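 active = inhibition above a set limit, 3 SD over the mean compound inhibition, cut at about 44% in these data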; also: inactives centre near -24
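Test system: DeaD yeast strain BB579 / Buffer or medium: restrictive glucose-based CSMM-D medium / Doses: single 10 µM dose / Schedule: 4 h cell preincubation, 48 h compound exposure, 30 °C humidified / Technique: culture absorbance at 615 nm / Controls: amphotericin B positive control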
GALR2 blocker – GALR2 antagonists in receptor-expressing cells, primary screen; antagonist mode; Galanin receptor type 2 (Homo sapiens), O43603; inhibition, % at 4 µM; AID 828, 2007; 0.39% of 140,000 active; in the data active = inhibition above about 27%;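 also: cells stimulated with galanin 1-16 at roughly its EC80; 0% = agonist challenge control and 100% = basal control without agonist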
Target sequence (O43603 whole entry, looked up): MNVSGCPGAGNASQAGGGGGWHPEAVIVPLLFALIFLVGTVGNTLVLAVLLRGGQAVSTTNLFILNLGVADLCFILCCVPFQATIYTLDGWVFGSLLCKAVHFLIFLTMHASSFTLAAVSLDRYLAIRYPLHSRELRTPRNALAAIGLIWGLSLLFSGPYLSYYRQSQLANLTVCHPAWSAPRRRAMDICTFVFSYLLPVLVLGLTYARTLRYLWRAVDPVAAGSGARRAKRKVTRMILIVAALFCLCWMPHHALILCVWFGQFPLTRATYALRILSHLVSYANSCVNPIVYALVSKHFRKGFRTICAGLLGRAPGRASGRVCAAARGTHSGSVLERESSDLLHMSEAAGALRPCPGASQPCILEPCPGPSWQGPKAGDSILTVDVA
NPY-Y2 antag – NPY-Y2 receptor antagonists, primary screen, cell-based; AID 793, 2007; 0.99% of 140,000 active; NPY-Y2 expressing cells, antagonist mode; inhibition, % at 2.7 µM; in the data active = inhibition above about 17%;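 also: 0% = vehicle with agonist challenge and 100% = reference antagonist with challenge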
Target sequence (P49146 whole entry, looked up): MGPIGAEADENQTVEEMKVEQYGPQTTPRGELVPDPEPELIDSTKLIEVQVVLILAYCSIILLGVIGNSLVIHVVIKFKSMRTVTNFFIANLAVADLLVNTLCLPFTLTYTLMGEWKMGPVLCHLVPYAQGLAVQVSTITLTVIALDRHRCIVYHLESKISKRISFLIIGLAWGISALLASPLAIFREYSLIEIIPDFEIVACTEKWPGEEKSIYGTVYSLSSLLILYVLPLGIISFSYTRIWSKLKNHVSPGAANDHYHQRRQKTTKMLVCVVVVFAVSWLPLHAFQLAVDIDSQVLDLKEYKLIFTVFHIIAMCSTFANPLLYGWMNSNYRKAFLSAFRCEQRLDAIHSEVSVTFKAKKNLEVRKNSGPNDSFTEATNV
PTEN del growth – growth suppression of PTEN-null HCT116, primary screen, cell-based, CellTiter-Glo | HCT116 PTEN-null viability, 60 h; stronger effect = lower value | viability, % at 10 µM | 1.2% of 140,000 active | AID 827, 2007;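 active = viability at or below a set limit, 4 SD under the median of all tested compounds, cut at about 3.7% in these data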;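 also: PTEN knockout HCT116 line with beta catenin targeted HCT116 as companion control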
E-sel TNF inh – E-selectin induction blockers in HUVEC – imaging, immunofluorescence, high content, primary screen. HUVEC TNFa-induced E-selectin immunofluorescence. inhibition, % at 2 µM. 0.71% of 120,000 active. AID 1246, 2008;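 active = inhibition above the batch mean plus 3 SD, and confirmed as a hit on visual image review, cut at about 43% in these data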;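 also: 0% = TNF-stimulated DMSO wells and 100% = unstimulated control wells; not every result past the cut was called active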
HCT116 bCat-KO – primary screen for growth suppressors in beta-catenin knockout HCT116 cells (colon tumor, human); HCT116 beta-catenin knockout viability, CellTiter-Glo, 60 h; stronger effect = lower value; viability, % at 10 µM; 1.5% of 140,000 active; AID 818, 2007;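 active = viability at or under a set limit, the compound median less 4 SD, cut at about 6% in these data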;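 also: 0% = Hyamine 1622 control at 20 µM and 100% = untreated cell control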
Yeast lifespan up – compounds extending yeast replicative lifespan, primary screen, S. cerevisiae, OD615. 0.68% of 130,000 active. inhibition of the nicotinamide effect, % at 10 µM. AID 775, 2007. S. cerevisiae growth with nicotinamide; deaD strain in restrictive glucose medium;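 active = inhibition above a set limit, placed 3 SD over the median of all compounds, cut at about 26% in these data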;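 also: 0% = nicotinamide-treated wells and 100% = cells grown without nicotinamide; some compounds called inactive have numbers as strong as hits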
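Test system – modified budding yeast, DeaD strain · Compound – single dose 10 µM compound, 0.25% DMSO · Times – culture preincubation 4 h, compound exposure 48 h, both 30 °C · Detection – optical density (absorbance) at 615 nm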
Measles CPE – compounds protecting cells from measles virus cytopathic effect, primary screen, measles RdRp inhibitor project, single point, MLSMR library, absorbance; 1.5% of 140,000 active; Measles virus-infected cells, CPE protection; protection (pct of control), % at 4 µM; in the data active = protection mostly above about 24%, no sharp cut-off; inactive = mostly below about 26%; also: some compounds called inactive have numbers as strong as hits
MRP-1 activ – H69AR viability gain despite doxorubicin, primary screen, MRP-1 activator project, H69AR cells, CellTiter-Glo; viability rescue; viability increase, % at 10 µM; 0.61% of 140,000 active; AID 799, 2007;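 active = viability gain under doxorubicin at or above a set limit, the compound median plus 3 SD, cut at about 4.7% in these data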;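 also: MRP-1 overexpressing cells given doxorubicin 25 µM after compound pretreatment; 18-22 h compound pretreatment then 72 h with doxorubicin before readout; 0% = doxorubicin-only wells and 100% = vehicle-treated cells without doxorubicin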
Phagocytosis inh – inhibitors of macrophage phagocytosis, primary screen, imaging, J774A.1 cells, IgG beads. J774A.1 macrophage IgG-bead phagocytosis. inhibition, % at 5 µM. 0.07% of 110,000 active. AID 1029, 2008;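 active = inhibition above the mean of the plate negative controls plus 5 SD, cut at about 13% in these data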;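 also: phagocytic index as fraction of beads internalized from green versus red external bead signal; plate controls were DMSO negative control for no effect and cytochalasin-D positive control for full effect; some results beyond the cut were filed as inactive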
Starred values were filed as active, the others as inactive; · = no result given.

Preview:
Values in the order – BB579 growth dn	GALR2 blocker	NPY-Y2 antag	PTEN del growth	E-sel TNF inh	HCT116 bCat-KO	Yeast lifespan up	Measles CPE	MRP-1 activ	Phagocytosis inh
Cc1cc(=O)oc2cc(OCC3CC(c4ccccc4Cl)=NO3)ccc12 (stereo not given)
  -9	-11	11	20	2	18	-9	0	-3.2	3
Clc1ccc2nc(C3CCN(Cc4nnnn4C4CCCCC4)CC3)[nH]c2c1
  -20	-6	-3	30	0	27	·	5	-5.8	·
CC(=O)/C(=N\Nc1ccc(Cl)cc1Cl)Sc1cccc2cccnc12
  -11	9	6	6	·	7	-5	3	-4.7	-9

The list itself, from the start:
Values in the order – BB579 growth dn	GALR2 blocker	NPY-Y2 antag	PTEN del growth	E-sel TNF inh	HCT116 bCat-KO	Yeast lifespan up	Measles CPE	MRP-1 activ	Phagocytosis inh
Cc1cc(=O)oc2cc(OCC3CC(c4ccccc4Cl)=NO3)ccc12 (stereo not given)
  -9	-11	11	20	2	18	-9	0	-3.2	3
Clc1ccc2nc(C3CCN(Cc4nnnn4C4CCCCC4)CC3)[nH]c2c1
  -20	-6	-3	30	0	27	·	5	-5.8	·
CC(=O)/C(=N\Nc1ccc(Cl)cc1Cl)Sc1cccc2cccnc12
  -11	9	6	6	·	7	-5	3	-4.7	-9
C/C(=N\NC(=O)C1CC1c1ccccc1)c1cccs1 (stereo not given)
  -9	9	0	96	3	97	-2	12	-0.6	·
O=C(OC1CCOC1=O)c1ccc(S(=O)(=O)N2CCCCCC2)cc1 (stereo not given)
  -71	4	1	109	-15	96	-5	14	-0.6	-1
CCc1nnc(NS(=O)(=O)c2ccc(NC(=S)Nc3ccc(F)cc3)cc2)s1
  -27	-1	2	93	·	87	9	16	-0.5	-3
CCN(CC)C(=O)Cn1nc(C)c2ccccc2c1=O
  -27	2	4	98	20	100	-6	8	-0.1	0
Cn1c(=O)cc(SCC(=O)NCCCN2CCN(c3ccccc3F)CC2)c2ccccc21
  -33	-10	11	79	·	73	1	12	-2.9	-1
CCOC(=O)CCCCC(=O)c1[nH]c(=O)[nH]c1CSCCO
  -73	6	3	112	8	107	-7	12	-0.7	0
O=S(=O)(Cc1ccccc1)NCC1CCCO1 (stereo not given)
  -38	5	0	99	·	96	-3	20	-0.3	-1
Cc1ccc(S(=O)(=O)NC2=C(N3CCN(Cc4ccccc4)CC3)C(=O)c3ccccc3C2=O)cc1
  -44	-10	-7	59	2	70	-8	4	-5.3	-1
COC(=O)NC1CCC(NC(=O)OC)CC1 (stereo not given)
  -5	-13	1	95	·	93	-1	10	-2.1	-4
CCOC(=O)C1=C(C)S/C(=C\N(C)C)C1=O
  -18	-16	0	98	-23	98	11	22	-0.3	3
CCOC(=O)N1CCN(C(=O)CN(C2CCCCC2)S(=O)(=O)c2c(C)cc(C)cc2C)CC1
  -63	1	1	95	-13	82	-5	11	-0.8	0
CN(C)c1ncnc2c1NC1=C(S2)C(=NCCCC(=O)O)CC(C)(C)C1
  -28	-12	6	75	-5	72	-9	10	-4.8	-2
CC(=O)NCCCNc1ccc([N+](=O)[O-])cc1
  -41	-6	8	96	12	85	2	6	-0.3	0
COc1ccc(C(=O)O/N=C2\CCCc3nonc32)cc1
  -22	-7	1	92	·	81	-4	6	0.9	-4
CCCCNC(=O)c1ccccc1NC(=O)CCSc1ccccc1
  -23	-2	1	69	23	75	-11	9	-1.1	0
COc1ccc(C)cc1NC(=O)C1CCCN1C(=O)OCc1ccccc1 (stereo not given)
  -48	8	2	90	-58	104	-10	15	-0.9	-1
COc1cccc2c1C(=O)C=C(C)C2=O
  -2	12	0	2.9*	-3	1.8*	8	8	-4.7	-5
CN(CC(=O)NCc1ccco1)S(=O)(=O)c1cccc2cccnc12
  -12	8	1	106	·	97	-7	9	-3.4	-1
O=C(Nc1cccc(Cl)c1)N(CCCN1CCOCC1)Cc1ccccc1F
  -35	1	2	82	·	88	-9	2	-3.8	1
Cc1ccc(C)c(N(C)S(=O)(=O)c2cccc3nsnc23)c1
  -29	-3	9	94	-19	95	4	2	-2.4	0
CNc1c(C(=O)O)ccc2c1C(=O)c1ccccc1C2=O
  -21	-21	1	89	·	79	2	14	-2.4	-9
Cc1ccc2nc(SCC(=O)Nc3cccc(S(=O)(=O)N(C)C)c3)[nH]c2c1
  -15	10	2	67	·	72	6	8	-2.9	-4
CCCOC(=O)CCNc1n[nH]c(=O)[nH]c1=O
  -26	7	0	89	-12	98	-8	29	-0.4	0
COc1ccc(-c2nnc(CSc3nnc(-c4ccncc4)n3C3CCCCC3)o2)cc1OC
  -5	-5	5	81	-24	83	-8	20	-2.1	0
Cc1cc(NC(=O)CN2CCC(O)(c3cccc(F)c3)CC2)no1
  -50	-9	-1	99	-12	98	-3	11	-1.6	0
COc1ccc(-n2nc3ccccc3n2)cc1
  -12	5	2	95	·	80	-11	4	-1.5	1
CCC(C)NC(=O)CSc1nnc(-c2ccc(C(C)(C)C)cc2)n1C (stereo not given)
  -14	8	0	87	-27	93	-7	8	-0.5	-1
Cn1c(=O)oc2cc(S(=O)(=O)NCCC(=O)N3CCc4ccccc43)ccc21
  -60	10	0	94	-12	100	-6	45	-2.3	0
CC1CCCN(CCC(=O)Nc2ccc(Br)cc2)C1 (stereo not given)
  -19	8	2	81	8	90	·	6	-1.8	·
CCOC(=O)c1cccc(NC(=O)CNS(=O)(=O)c2cccs2)c1
  -26	-3	2	92	-13	92	-3	6	-3.4	·
CC(OC(=O)c1snc(C(=O)NC2CCCCC2)c1N)C(=O)NC(C)(C)C (stereo not given)
  -16	-5	0	58	-11	45	·	8	6.2*	·
CCOP(=O)(c1ccccc1)c1nc(-c2ccccc2C)oc1N1CCCCC1 (stereo not given)
  -61	-12	8	28	-7	32	0	4	-3.4	-1
CCN(CC)c1ccc(C2C(C(=O)OC)=C(C)NC(C)=C2C(=O)OC)cc1
  -30	0	1	84	-12	97	-4	9	-2.9	0
CCOC(=O)/C=C1\Nc2ccccc2OC1=O
  27	12	5	59	17	53	-1	4	-4.7	·
FC(F)(F)c1ccc(/C=N/N2CCN(Cc3ccccc3)CC2)cc1
  -29	0	6	89	16	96	1	4	-0.9	-4
Cc1cccc(C(=O)NC(=S)NNC(=O)Cc2ccccc2)c1
  41	15	1	36	·	35	3	10	-2.4	-4
O=C(N/N=C/c1ccc(O)c(O)c1)C1c2ccccc2Oc2ccccc21
  -21	1	0	101	10	97	-5	2	-3.7	-2
CCCn1c(CCC(=O)O)ccc1-c1ccc(OC)cc1
  -32	-7	2	69	-7	61	-11	6	-3.6	2
CCn1c(SCC(=O)c2ccc(C)cc2)nnc1-c1ccoc1C
  -12	-15	2	82	-3	81	-11	7	0.2	1
N#Cc1cccc(N=Cc2c(O)ccc3ccccc23)c1
  -9	4	2	90	·	87	40*	10	-2.1	3
CC1=CC(C)(C)Nc2ccc(OC(=O)C(Cc3ccccc3)N3C(=O)c4ccccc4C3=O)cc21 (stereo not given)
  -34	-6	0	55	·	56	-4	7	-4.2	-1
NC(=O)CN1C(=O)C2C3c4ccccc4C(c4ccccc43)C2C1=O (stereo not given)
  -5	-7	3	100	-10	93	-10	6	-1.6	·
O=C(NCc1ccco1)/C(=C/c1cccc(C(F)(F)F)c1)c1nc2ccccc2[nH]1
  -56	-8	2	11	-5	8	8	5	-5.2	1
O=C(N/N=C1\CCCc2ccccc21)c1ccccc1[N+](=O)[O-]
  -30	6	0	99	14	94	·	5	0.0	·
CC1CCCC(NC(=O)COC(=O)/C=C/c2ccc3c(c2)OCO3)C1C (stereo not given)
  4	-13	13	99	·	89	-2	15	-2.7	-2
COc1cccc(OCc2nnc(SCC(=O)N3c4ccccc4Sc4ccc(Cl)cc43)o2)c1
  -30	11	0	73	11	84	6	4	-3.3	-13
O=C(CCN1C(=O)C2CC=CCC2C1=O)N1CCN(c2ccccn2)CC1 (stereo not given)
  -20	1	-1	95	1	93	-18	5	-2.9	·
CC1=C(C#N)C(c2ccccc2)C2=C(N1)c1ccccc1C2=O (stereo not given)
  -25	2	1	22	5	19	-5	7	-3.6	5
Cc1ccc(S(=O)(=O)N(C)CC(=O)Nc2ccncc2)cc1
  -33	-5	2	107	-6	96	-6	13	1.2	2
Cc1ccc(-n2c(=O)[nH]c3cc(C(=O)NC4CCN(Cc5ccccc5)CC4)ccc3c2=O)cc1
  -34	-12	0	81	-2	85	-20	5	-3.2	6
COc1cc(/C=C2\SC(c3ccc(C)cc3)=NC2=O)cc(OC)c1O
  -32	-2	3	66	-7	56	-14	7	-1.9	0
Cc1ccc(C)c(N2C(=O)c3ccc(C(=O)OCC(=O)c4c(N)n(C)c(=O)n(C)c4=O)cc3C2=O)c1
  -38	-8	-2	100	·	96	-6	11	-1.0	-6
COc1cccc(CN2CCCC(C(=O)N3CCCCC3)C2)c1OC (stereo not given)
  -12	-2	5	83	·	93	3	5	-0.5	0

Entries of single compounds, looked up by structure.
Shown for CC1CCCC(NC(=O)COC(=O)/C=C/c2ccc3c(c2)OCO3)C1C (stereo not given) = BB579 growth dn: 4; GALR2 blocker: -13; NPY-Y2 antag: 13; PTEN del growth: 99; E-sel TNF inh: ·; HCT116 bCat-KO: 89; Yeast lifespan up: -2; Measles CPE: 15; MRP-1 activ: -2.7; Phagocytosis inh: -2
Shown for Cc1ccc(-n2c(=O)[nH]c3cc(C(=O)NC4CCN(Cc5ccccc5)CC4)ccc3c2=O)cc1 = BB579 growth dn: -34; GALR2 blocker: -12; NPY-Y2 antag: 0; PTEN del growth: 81; E-sel TNF inh: -2; HCT116 bCat-KO: 85; Yeast lifespan up: -20; Measles CPE: 5; MRP-1 activ: -3.2; Phagocytosis inh: 6

Copied from the list:
HCT116 bCat-KO with CC1=CC(C)(C)Nc2ccc(OC(=O)C(Cc3ccccc3)N3C(=O)c4ccccc4C3=O)cc21 (stereo not given) stands at 56
PTEN del growth with COc1cccc(OCc2nnc(SCC(=O)N3c4ccccc4Sc4ccc(Cl)cc43)o2)c1 stands at 73
Phagocytosis inh with Cc1ccc(C)c(N2C(=O)c3ccc(C(=O)OCC(=O)c4c(N)n(C)c(=O)n(C)c4=O)cc3C2=O)c1 stands at -6
Measles CPE with Cc1ccc(S(=O)(=O)N(C)CC(=O)Nc2ccncc2)cc1 stands at 13
GALR2 blocker with CC1CCCC(NC(=O)COC(=O)/C=C/c2ccc3c(c2)OCO3)C1C (stereo not given) stands at -13
